Akt phos inh – blocks phosphorylation of Akt | activity change, % for hits at 50 µM | AID 651550 | Neuro2A IGF-stimulated pAkt S473 HTRF, 20 min; stronger effect = lower value | hit rate 0.32% among 360,000; in the data active means activity change below about -80%; inconclusive means mostly about -51% to -80%; further: on the % scale 0 is the no-effect control and ±100 the full control effect
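Neuro2A cells (4,500/well, DMEM with 0.5% FBS) were treated with compound at a single 50 µM final concentration, stimulated with 6 nM IGF for 20 min at 37 °C, and lysed. Phospho-Akt Ser473 was read by HTRF as 665/615 ratio ×10^4.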
PTHR1 ag – activates the human parathyroid hormone receptor PTHR1; hit rate 0.075% among 410,000; HEK293 GP2 PTHR1 cells, GloSensor cAMP luminescence, 1 h; Q03431; Potency, µM (highest dose often 115 µM), for the others: at the highest dose activation, actives largely listed as activators; further: potency means the concentration at half of the fitted maximal effect; nearly all actives have a fitted effect of over 55% in size; some results filed as inactive show a strong effect at the top dose; inactives centre near -15; many of its hits are not listed in these tables
Target sequence (Q03431 whole entry, looked up): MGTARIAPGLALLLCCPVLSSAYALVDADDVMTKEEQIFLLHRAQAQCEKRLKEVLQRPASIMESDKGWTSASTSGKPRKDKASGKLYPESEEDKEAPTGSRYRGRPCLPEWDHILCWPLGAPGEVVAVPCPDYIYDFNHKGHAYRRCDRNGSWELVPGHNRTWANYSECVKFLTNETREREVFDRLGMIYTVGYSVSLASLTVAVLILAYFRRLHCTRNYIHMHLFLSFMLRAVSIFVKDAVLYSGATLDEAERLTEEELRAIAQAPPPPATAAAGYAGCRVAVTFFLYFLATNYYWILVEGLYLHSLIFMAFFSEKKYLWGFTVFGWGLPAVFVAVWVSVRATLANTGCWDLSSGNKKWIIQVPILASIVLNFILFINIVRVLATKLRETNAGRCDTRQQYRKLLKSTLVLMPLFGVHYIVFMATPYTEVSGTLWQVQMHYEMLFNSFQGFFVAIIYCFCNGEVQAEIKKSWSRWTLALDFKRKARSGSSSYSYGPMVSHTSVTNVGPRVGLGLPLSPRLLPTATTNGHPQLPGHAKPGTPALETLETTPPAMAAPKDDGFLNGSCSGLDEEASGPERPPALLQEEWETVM
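HEK-293-derived GP2 cells expressing PTHR1 and a GloSensor cAMP reporter, 3,000/well, plated overnight, given luciferin plus IBMX (each 0.5 mM as added) for 1 h at 37 °C, then compound for 1 h at 37 °C. Luminescence was read after 15 min at room temperature.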
FUS yeast rescue – suppressors of FUS proteinopathy in yeast; S. cerevisiae FUS-expressing, growth rescue, OD600, 24 h; Potency, µM (series often up to 76.6 µM), inactives show at the top dose growth rescue (activation), most hits filed as activators; hit rate 0.24% among 390,000; AID 1347120;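 further: potency means the concentration at half of the fitted maximal effect; plate controls were DMSO vehicle for no effect and reference control for full effect; nearly all actives have a fitted effect of over 55% in size; some results filed as inactive show a strong effect at the top dose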
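Galactose (2%) drives FUS expression in yeast precultured in raffinose; seeding density OD 0.005. Test compounds incubated 24hr at 30C and 99% humidity before absorbance at 600 nm was measured.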
GLP-1R agonist – agonists of human GLP-1 receptor; HEK293 GLP-1R CRE-luciferase, luminescence, 4-6 h; cells express a hypersensitive GLP-1R form; Potency, µM (titrated, usually from 45.6 µM), inactives show at the top dose activation, most hits filed as activators; hit rate 0.007% among 380,000; further: potency means the concentration at half of the fitted maximal effect; % of control where 0% means no effect
aSyn yeast inh – rescues yeast growth from alpha-synuclein toxicity; hit rate 0.14% among 370,000; AID 652106; Potency, µM (series often up to 46.1 µM), without a hit: at the top dose growth rescue (activation), hits mostly activators; Yeast expressing alpha-synuclein, growth rescue, BacTiter-Glo, 24 h; further: potency means the concentration at half of the fitted maximal effect; % of control where 0% means no effect; nearly all actives have a fitted effect of over 65% in size
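Readout is rescue of growth in alpha-synuclein-expressing yeast, so inhibitors of toxicity appear as activators. Growth after 24 hr at 30 deg C in galactose medium is quantified by luminescence.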
GLP-1R inv ag – acts as inverse agonist at human GLP-1 receptor; AID 624417; HEK293 GLP-1R CRE-luciferase, luminescence, 24 h; GLP-1R form is constitutively active; hit rate 1.6% among 410,000; P43220; Potency, µM (titrated, usually from 38.3 µM), for inactives: at the highest dose activity change, negative = inhibition, actives largely listed as inhibitors; further: potency means the concentration at half of the fitted maximal effect; on the % scale 0 is the no-effect control and ±100 the full control effect; nearly all actives have a fitted effect of over 55% in size
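qHTS in 1536-well format: reporter HEK293 cells expressing constitutive GLP-1R activity in DMEM + 10% Nu serum, 24 hr with compounds at 37 deg C, luminescence read after 12 min with detection reagent.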
Abeta yeast res – compounds reversing amyloid beta toxicity in yeast; Potency, µM (top dose mostly 46.1 µM), inactives show at the top dose growth rescue, hits mostly activators; AID 1347071; yeast expressing A-beta42, growth rescue, OD600, 48 h; response scale: 0% DMSO, 100% iron-clioquinol control; hit rate 0.063% among 410,000; further: potency means the concentration at half of the fitted maximal effect; nearly all actives have a fitted effect of over 55% in size
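Yeast A-beta toxicity model in growth medium with pinned compounds, 48 h at 30 C; growth read as absorbance at 600 nm. Normalized to FeCl3/clioquinol equimolar mix (positive) and DMSO (negative).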
D3 antag – blocks the human D3 dopamine receptor; AID 652054; max response, negative = inhibition, %; P35462; hit rate 2.5% among 360,000; D3R cells, DiscoveRx beta-arrestin luminescence, antagonist mode; stronger effect = lower value; in the data active means max response below about -50%; inconclusive means no clear call, values can overlap the other calls; further: on the % scale 0 is the no-effect control and ±100 the full control effect; mostly tested at two doses, the higher about 12 µM
Target sequence (P35462 whole entry, looked up): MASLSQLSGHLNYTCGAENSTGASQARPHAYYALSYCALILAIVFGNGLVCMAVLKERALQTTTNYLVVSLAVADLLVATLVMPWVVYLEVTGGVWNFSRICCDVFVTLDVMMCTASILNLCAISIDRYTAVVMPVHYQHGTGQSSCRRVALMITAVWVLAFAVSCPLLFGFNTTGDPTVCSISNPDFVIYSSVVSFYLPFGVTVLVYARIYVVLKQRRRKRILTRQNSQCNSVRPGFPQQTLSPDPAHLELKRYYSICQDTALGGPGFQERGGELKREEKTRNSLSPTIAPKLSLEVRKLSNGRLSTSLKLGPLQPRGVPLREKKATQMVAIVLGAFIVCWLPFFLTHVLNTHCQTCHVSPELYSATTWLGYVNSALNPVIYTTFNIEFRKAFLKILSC
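Cells expressing the human receptor were seeded at 1500 cells/well, incubated overnight at 37 degrees C in 5% CO2, then exposed to library compounds with dopamine controls for 90 minutes at 37 degrees C before luminescent detection.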
TDP-43 yeast inh – inhibitors of TDP-43 toxicity in yeast; TDP-43 expressing yeast growth rescue, BacTiter-Glo, 24 h; Potency, µM (top dose mostly 46.1 µM), inactives show top-dose growth rescue (activation), hits mostly activators; hit rate 1.8% among 410,000; AID 652104; further: potency means the concentration at half of the fitted maximal effect; % of control where 0% means no effect; nearly all actives have a fitted effect of over 50% in size
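In this qHTS, compounds that restore growth of yeast expressing TDP-43 appear as activators. Cells (OD600=0.02, galactose medium, raffinose-pregrown) are incubated with compound 24 hr at 30 deg C and growth is quantified by BacTiter-Glo.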
The depositor's hits bear a star; i = inactive; u = inconclusive; x = not tested or not shown; [ ] = another dose, or the depositor's remark. Unless noted, the call rests on the fitted dose curve; in most records, active means well fitted curve in the direction sought with a large enough effect; inconclusive means small, poorly fitted or top-dose-only effect, or another doubt; inactive means no such curve, though single readings can be large; an effect the other way counts as inactive or inconclusive.

SMILES | Akt phos inh | PTHR1 ag | FUS yeast rescue | GLP-1R agonist | aSyn yeast inh | GLP-1R inv ag | Abeta yeast res | D3 antag | TDP-43 yeast inh
COc1ccc2nc(SCC(=O)O)nc(C)c2c1 | i | -10.9% | 11.5% | -4.6% | 10.6% | 2.8% | -3.8% | 3.5 | 5.5%
O=C(NCc1ccc2c(c1)OCO2)C1CC(=O)N(C2CCCCCC2)C1 (stereo unspecified) | i | i | 10.0% | 4.7% | -1.7% | 4.9% | 5.4% | -16.6 | -16.3%
O=[N+]([O-])/C(=C\Nc1ccc(F)cc1F)S(=O)(=O)c1ccccc1 | i | -36.0%[inhibitor] | -19.0% | -1.4% | 5.8% | -0.7% | -14.5% | -2.0 | u
COc1ccc(Nc2oc(-c3cccs3)nc2C#N)cc1 | i | -24.3% | 4.1% | 8.0% | 9.1% | 75.1%[activator] | 16.9% | -0.3 | 21.4%
Cc1ccc(S(=O)(=O)NCCC(=O)Nc2ccc(C)cc2C(=O)c2ccccc2)cc1 | i | -17.6% | 27.5% | 5.3% | 19.1% | u | 8.3% | 24.7 | 22.4µM*
COC(=O)c1ccc(NCN2C(=O)C3C4CCC(C4)C3C2=O)cc1 (stereo unspecified) | i | i | -17.7% | 7.6% | -1.9% | 15.7% | -0.1% | 9.5 | 11.2%
COc1ccc(-c2c(NC(=O)CC(C)C)n(C)c3ccccc3c2=O)cc1OC | i | -19.7% | -34.0% | -2.2% | -1.1% | 14.4% | -5.7% | -17.8 | 16.7%
COc1cc2c3nnc(-c4ccc(F)cc4)c-3cn(Cc3ccccc3F)c2cc1OC | i | -7.6% | 17.7% | 14.2% | -9.7% | u | -17.4% | 39.6 | -15.4%
CCOC(=O)c1ccc(CN(Cc2ccc(Cl)cc2Cl)S(=O)(=O)c2ccc(F)c(C)c2)cc1 | x | -31.9%[inhibitor] | 24.3% | x | x | 10.4% | 1.8% | x | -10.4%
O=C1COc2ccc(C(=O)COc3ccc([N+](=O)[O-])cc3)cc2N1 | i | i | -6.8% | -3.8% | -1.1% | 31.8%[activator] | -5.0% | -7.1 | -17.5%
COCCn1c(SCC(=O)N2CCC(C)CC2)nc2c([nH]c3ccccc32)c1=O | i | i | 7.4% | -5.6% | -2.3% | 18.0% | 8.3% | 10.8 | 5.4%
Cc1ccc(CSc2nc3cccnc3n2Cc2ccc(C(=O)NCCc3cccs3)cc2)cc1 | x | -7.0% | 27.2% | x | x | -3.7% | -10.1% | x | -6.3%
CN1CCN(C(=O)C2C3C=CC(C3)C2C(=O)O)CC1 (stereo unspecified) | i | i | -15.9% | -16.7% | 7.7% | 0.4% | 18.9% | 0.0 | 9.2%
Cc1[nH]nc(SCC(=O)N2CCC(C)CC2)c1[N+](=O)[O-] | i | -2.1%[57.5 µM] | 8.3% | -10.5% | -4.2% | 2.7% | 2.3% | -50.8* | 6.6%
COc1ccc(Nc2nc(N)nc(CSC(=S)N3CCOCC3)n2)cc1 | i | -29.2% | 1.3% | 19.7% | 13.1% | 15.6% | -11.6% | -5.1 | 25.6%
Cc1ccccc1-c1noc(-c2ccc(NC3CCCC3)c([N+](=O)[O-])c2)n1 | x | 0.1% | 16.8% | x | x | 11.7% | 0.0% | x | -6.6%
O=C1CCc2cc(NS(=O)(=O)c3ccc([N+](=O)[O-])cc3)cc3c2N1CCC3 | i | -13.3% | 7.7% | 7.0% | 0.7% | 8.9% | -5.6% | 5.1 | 8.2%
COc1ccc(C(=O)NCC(C)(C)N2CCOCC2)cc1S(=O)(=O)N1CCCC1 | i | -2.5% | x | -2.3% | 0.5% | 3.8% | -11.9% | -29.2 | 0.1%
O=C(CSc1cn[nH]n1)Nc1cccc(C(=O)O)c1 | i | i | 8.9% | -2.2% | 3.1% | 5.5% | 0.2% | 3.9 | -24.7%
CC(=O)Nc1ccc(S(=O)(=O)NCc2nnnn2-c2ccc(F)cc2)cc1 | i | i | 6.1% | -9.9% | -1.7% | 2.7% | 2.3% | 9.7 | 14.6%
Cc1cccc(C(=O)NCC(=O)N2CCCCCCC2)c1 | i | -21.0% | -10.8% | 6.8% | -1.7% | 11.6% | -7.4% | -5.1 | 4.8%
COc1ccc(OC)c(CNS(=O)(=O)c2c(C(=O)N3CCCCCC3)c(C)n(C)c2C)c1 | x | 13.9% | 12.4% | x | x | 7.4% | -7.7% | x | 0.4%
O=C(c1ccccc1/S(=N/S(=O)(=O)c1ccccc1)N1CCOCC1)N1CCOCC1 (stereo unspecified) | i | i | 14.8% | 6.3% | 1.3% | -5.4% | -0.7% | -3.7 | 0.9%
Cc1ccc2c(Cl)c(C(=O)NCc3cccnc3)sc2c1 | i | i | 9.1% | 1.6% | 10.8% | 101.7%[activator] | 7.1% | 4.6 | 3.1%
CN(CC(=O)Nc1ccc(F)cc1)c1ccc(S(=O)(=O)N2CCCCC2)cc1[N+](=O)[O-] | i | -25.3% | x | 0.8% | 5.9% | u | 31.6% | 1.6 | 2.3%

New compounds follow.
SMILES | Akt phos inh | PTHR1 ag | FUS yeast rescue | GLP-1R agonist | aSyn yeast inh | GLP-1R inv ag | Abeta yeast res | D3 antag | TDP-43 yeast inh
Cc1ccc(Cn2ccc(NC(=O)c3cc(-c4ccco4)on3)n2)cc1 | i | -12.7% | 32.3% | -11.0% | -6.3% | 0.0% | -7.2% | -18.8 | -19.1%
Cc1cccc(NC(=O)CN2C(=O)CNC2=O)c1 | i | 3.2% | 3.9% | -1.3% | -6.0% | -15.3% | 2.3% | -1.0 | 5.9%
Cc1sc(NC(=O)C2CSC3(C)CCC(=O)N23)nc1-c1ccc(F)cc1 (stereo unspecified) | i | -51.3% | 28.1% | -0.1% | 2.4% | u | 16.4% | -21.7 | 11.3%
COc1ccc(-c2noc(CN3C(=O)c4ccccc4C3=O)n2)cc1 | i | -11.8% | -1.3% | -0.9% | 5.1% | 6.3% | 4.3% | -9.9 | 14.8%
O=[N+]([O-])c1ccc(OCCCCCN2CCOCC2)cc1 | i | -16.5% | 4.9% | 1.7% | 2.6% | -21.6% | 7.1% | -23.2 | -0.8%
CN(C(=O)CSc1nc2ccc(NC(=O)c3cccc(F)c3)cc2s1)c1ccccc1 | x | -36.1%[inhibitor] | u | x | x | 5.62µM* | 0.1% | x | 0.0%
Cn1c(SCc2nc3ccccc3c(=O)[nH]2)nc2ccccc21 | i | i | 12.5% | 16.1% | -1.6% | 50.6%[activator] | 1.0% | -17.4 | u
Cc1ccc(-c2cn(CCN)c(-c3ccncc3)n2)cc1 | i | i | -12.1% | -6.9% | -5.8% | 0.8% | 2.7% | 6.3 | 16.2%
O=C(c1ccco1)N1CCN(c2nc3ccccc3n3nnnc23)CC1 | i | -31.4%[inhibitor] | 19.9% | 11.0% | 4.4% | 26.2% | 7.5% | 17.4 | 20.6%
Cc1cc(C)n2nc(SCC(=O)Nc3ccc(F)cc3[N+](=O)[O-])nc2n1 | i | i | x | 1.2% | 3.5% | 19.4% | -7.7% | 13.8 | 26.9%
CCOc1cc(-c2cc(-c3ccc(N)cc3)nc(N)c2C#N)ccc1O | i | -17.4% | 28.6% | 0.8% | -24.3% | u | -11.0% | 61.3 | 15.8µM*
CC(=O)Nc1ccc(S(=O)(=O)NCC(=O)OCC(=O)N2CCN(c3ccccc3)CC2)cc1 | i | 15.4% | x | 0.7% | 0.4% | 11.3% | -2.6% | -3.3 | -7.7%
Cc1ccc(NS(=O)(=O)c2cc([N+](=O)[O-])ccc2NNC(=S)Nc2cc(C)ccc2C)c(C)c1 | i | -22.2% | x | -20.1% | 0.0% | u | -9.9% | -22.7 | -22.8%
CCC(C)NS(=O)(=O)c1ccc(S(=O)(=O)N2CCCC3(CCCCC3)C2)cc1 (stereo unspecified) | i | -16.7%[57.5 µM] | 15.2% | -5.8% | 14.2% | -8.8% | -22.4% | 23.6 | -8.3%
CCOC(=O)c1ccccc1OC(=O)Oc1ccccc1C(=O)OCC | i | i | -1.4% | 17.6% | 9.1% | u | 5.2% | 14.9 | 0.3%
COc1ccc(C(C(=O)Nc2c(C)cccc2C)N2CCN(c3ccc(C)cc3)CC2)cc1 (stereo unspecified) | i | -5.0% | -1.5% | x | -4.4% | 3.4% | -5.0% | 11.5 | 7.7%
O=C(Nc1ccc2c(c1)OCO2)C1CC(=O)N(CCc2ccccc2)C1 (stereo unspecified) | i | i | 25.9% | 8.2% | 4.0% | 40.5%[activator] | -6.8% | 0.4 | 11.2%[9.22 µM]
COc1ccc(CCNC(=O)COC(=O)c2cc(S(=O)(=O)NCc3ccccc3)ccc2O)cc1OC | i | i | 20.2% | 6.7% | -4.9% | 45.2%[activator] | 2.2% | 10.3 | 20.7%
CCCc1cc(=O)oc2cc(OCC(=O)NCCCn3ccnc3)c(Cl)cc12 | i | i | 22.9% | -2.8% | -5.2% | u | 0.9% | -1.2 | 6.3%
O=C(/C=C/c1cccc(Cl)c1)Nc1ccncc1 | i | -12.2%[57.5 µM] | 6.5% | 10.7% | 2.5% | 67.7%[activator] | -3.4% | 8.6 | 19.6%
CC(C)n1c(O)c(N=NC(=O)Cn2ccc(C(F)(F)F)n2)c2ccccc21 | i | i | x | -3.0% | -25.5% | 0.9% | 20.5% | 10.2 | 24.4%
COc1ccc(OCCCc2c(C)n[nH]c2C)cc1 | i | -21.2%[57.5 µM] | 28.9% | 4.2% | -0.9% | 6.1% | 2.1% | 0.0 | 8.0%
COC1=CC(=NCl)C=CC1=NCl | i | -4.0% | 33.5% | -4.4% | -5.1% | 16.6% | -29.1% | 13.6 | -15.3%

Only part of the results is shown. The share of hits here may be higher or lower than overall.
